# Screens from PubChem.
# Mtb RmlCD inh = M. tuberculosis RmlC/RmlD inhibition | P9WH09+P9WH11 | RmlC+RmlD coupled enzyme assay, percent inhibition; primary screen in compound mixtures | inhibition, % at 3.6 µM | 0.03% of 160,000 active; in the data active = inhibition mostly above about 34%, no sharp cut-off; note: some results filed as inactive read as strong as hits
# Target sequence (P9WH09 whole entry, looked up): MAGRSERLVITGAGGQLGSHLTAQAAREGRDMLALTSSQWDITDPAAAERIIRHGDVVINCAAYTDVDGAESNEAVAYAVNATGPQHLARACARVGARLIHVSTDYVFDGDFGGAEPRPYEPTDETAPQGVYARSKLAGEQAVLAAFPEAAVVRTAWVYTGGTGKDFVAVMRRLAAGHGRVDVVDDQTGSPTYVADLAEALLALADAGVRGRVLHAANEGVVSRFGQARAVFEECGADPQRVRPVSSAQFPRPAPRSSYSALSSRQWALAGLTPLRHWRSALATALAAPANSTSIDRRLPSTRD
# Target sequence (P9WH11 whole entry, looked up): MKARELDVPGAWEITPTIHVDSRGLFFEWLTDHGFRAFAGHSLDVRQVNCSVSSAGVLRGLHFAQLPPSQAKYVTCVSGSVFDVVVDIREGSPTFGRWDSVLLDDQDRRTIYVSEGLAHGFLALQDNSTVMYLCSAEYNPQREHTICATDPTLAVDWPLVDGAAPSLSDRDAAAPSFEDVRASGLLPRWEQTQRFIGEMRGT
# GlmU inhibition = inhibition of mycobacterial GlmU enzyme – biochemical, glucosamine-1-phosphate acetyltransferase (AID 1376); M. tuberculosis GlmU acetyltransferase enzyme assay; higher % means a stronger effect; inhibition, %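 (tested at 30 µM in the primary screen)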, or IC50 in µM where a hit was titrated; 0.25% of 220,000 active; in the data active = inhibition above about 13%;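 note: 0% = complete reaction with vehicle and 100% = reaction without substrate; strong numbers were not always called active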
# Active calls of the source: *; . = not tested or not shown. This is a subset; the hit share may differ from the screen's.
SMILES,Mtb RmlCD inh,GlmU inhibition
O=C(Nc1nccs1)C(c1ccccc1)N1CCCC1 (stereo unspecified),-13,2.1%
CC(C)CCN(CCC(C)C)C/C(O)=C(\C#N)c1nc(-c2ccccc2)cs1,-8,0.3%
O=C(COC(=O)/C=C/c1cccc(C(F)(F)F)c1)NCc1ccc(F)cc1,3,0.4%
COc1ccc(-c2cc(C(F)(F)F)n3nc(C(=O)Nc4cc(C)on4)cc3n2)cc1OC,10,.
Cc1nc2ccccn2c1P(=Nc1ccccc1)(N(C)C)N(C)C,2,-0.4%
CCN(CC)C(=O)COc1ccc(Br)cc1Cl,.,2.9%
COc1ccc(OCC(=O)Nc2ccccc2C(=O)N2CCOCC2)cc1,-14,-1.0%
O=c1oc(Nc2ccc(F)cc2)nc2ccccc12,9,1.4%
Cc1ccc(/C=N/NC(=O)C2CC(=O)N(c3ccccc3)C2)s1 (stereo unspecified),-6,2.8%
Cc1cc(C)cc(NC(=O)N2CCC(C(=O)c3ccc(F)cc3)CC2)c1,-2,1.2%
CCOc1c(Br)cc(/C=N\NC(=O)c2ccccc2)cc1OC,-3,-1.2%
O=C(CCC(=O)OCc1ccc(C(=O)Oc2ccccc2)cc1)Nc1cccc2ccccc12,-5,3.3%
Cc1ccc(C)c(S(=O)(=O)Nc2ccc(O)c(Sc3ncn[nH]3)c2)c1,-3,5.2%
Cc1cc(SCC(=O)NCCN2C(=O)CSC2=O)nc2ccccc12,9,-1.2%
CC1CCc2c(nc3ncnn3c2Nc2ccc(OC(F)(F)F)cc2)C1 (stereo unspecified),.,1.4%
CCCC1N2CC3([N+](=O)[O-])CN1CC([N+](=O)[O-])(C2)C3(C)C (stereo unspecified),32,1.4%
COc1cccc2cc(C(=O)NC(C)C3CCCO3)c(=O)oc12 (stereo unspecified),3,-1.1%
CCCC(=O)c1cc2c(cc1NC(=O)c1ccccc1F)OCCO2,1,0.0%
O=C(O)c1ccc(-c2nc3ccccc3[nH]2)cc1,95*,7.5%
CC(=O)NN1C(=O)/C(=C/c2ccc(C(C)C)cc2)SC1=S,.,-3.7%
COc1cc([N+](=O)[O-])ccc1NC(=O)CN(C)C,-8,4.4%
Oc1ccccc1C1=Nc2ncnn2C(c2ccccc2)C1 (stereo unspecified),-6,1.3%
CCN(CC(=O)Nc1ccc(Cl)c(C(F)(F)F)c1)CC(=O)NC1CCS(=O)(=O)C1 (stereo unspecified),.,1.7%
C(=Nc1ccc(Nc2ccccc2)cc1)c1ccc2ccccc2c1,.,2.2%
O=c1n(-c2cccc(Cl)c2)c(=O)n2n1CCC2,.,3.8%
COc1ccc(CNC(=O)CS(=O)Cc2nc(-c3ccc(C)cc3)oc2C)cc1 (stereo unspecified),7,0.6%
CCN(C(=S)Nc1cccnc1)c1cccc2ccccc12,.,4.2%
CC(On1nnc2ccccc21)C(=O)N1CCN(Cc2ccccc2)CC1 (stereo unspecified),5,7.6%
CCOc1cc(N2CCOCC2)c(OCC)cc1NC(=O)c1cc(C)nc2ccccc12,-4,3.4%
CC1CCCN(C(=O)c2ccc3c(c2NCCO)C(=O)c2ccccc2C3=O)C1 (stereo unspecified),9,-7.5%
CN(CCOC(=O)/C=C/c1ccco1)Cc1ccccc1,-13,2.7%
CC(C)(C)n1nnnc1C(c1cccnc1)N1CCOCC1 (stereo unspecified),.,-1.0%
CC(SCc1ccccc1)C(=O)NC1CCCC1 (stereo unspecified),.,1.2%
O=[N+]([O-])c1cccc(C(=S)N2CCN(c3ccc(F)cc3)CC2)c1,25,0.9%
CSc1ccccc1NC(=S)Nc1cc(C)cc(C)c1,.,-1.6%
Cc1ccc(C(C)n2cc(C(=O)NCc3ccncc3)nn2)cc1 (stereo unspecified),9,2.5%
CCn1c(-c2csc(C(C)C)c2)n[nH]c1=S,0,14%*
CN(C)c1nc(N)nc(CSc2nnnn2-c2ccccc2)n1,.,0.1%
Cc1cc(C)n(-c2ccc3nncn3n2)n1,4,-2.0%
O=C(CNc1ccc(Cl)cc1)c1ccc(Br)cc1,-14,2.1%
Fc1cnc(N2CCOCC2)nc1N1CCOCC1,.,1.6%
Cc1ccc(C2CC2c2n[nH]c(=S)n2-c2cccc(C)c2)cc1 (stereo unspecified),.,4.2%
CCOC(=O)C1CCCN(C2CCN(Cc3nc(Cc4ccccc4)no3)CC2)C1 (stereo unspecified),.,3.0%
COC(=O)c1ccc(CSc2n[nH]c(=S)s2)o1,20,-0.8%
CCNS(=O)(=O)c1ccc(CCC(=O)NCCc2ccc(OC)cc2)cc1,2,1.1%
COc1cccc(-c2cc(C(=O)N3CCN(Cc4ccccc4)CC3)no2)c1,2,5.5%
CC1(C(=O)NCc2cccnc2)CCC(=O)N1CCc1ccccc1 (stereo unspecified),-9,-0.2%
COc1ccc(/C=C/C(=O)NC(=S)NNC(=O)c2cccnc2)cc1OC,14,7.0%
Cc1ccc(OCc2ccc(C(=O)N3CCOCC3)cc2)cc1C,-1,-4.4%
Oc1ccc(/C=N/n2cnn(Cc3ccccc3Cl)c2=S)c(O)c1,5,-0.1%
# (continued)
SMILES,Mtb RmlCD inh,GlmU inhibition
COc1ccc(N2CCN(C(=O)C3CCN(S(=O)(=O)c4ccc(C)cc4)CC3)CC2)cc1,-4,-3.7%
CCn1c(SCC(=O)Nc2cc(C)c(Cl)cc2OC)nnc1-c1ccco1,-6,-1.2%
Cc1cc(C(=O)Cn2nnc(-c3ccc(Cl)cc3)n2)c(C)n1CC1CCCO1 (stereo unspecified),-4,3.7%
Cn1c2c(c(=O)n(C)c1=O)CN(Cc1ccco1)CN2,5,2.1%
NC(=O)CC[C@H](NC(=O)c1ccc(F)cc1)C(=O)OCC(=O)Nc1c(F)c(F)c(F)c(F)c1F,-10,1.2%
COc1cccc(/C=N/Nc2ccc(C(=O)O)cc2)c1O,.,-3.1%
O=C(NCc1ccccc1F)C1CCCN1C(=O)NCc1ccccc1 (stereo unspecified),-9,-0.7%
O=C(/C=C/c1ccco1)Nc1nc(-c2ccccn2)cs1,1,5.2%
COc1ccc(NC(=O)CCN2C(=O)c3ccc([N+](=O)[O-])cc3C2=O)c(OC)c1,-6,-0.7%
Cc1cccc(-n2c(=O)[nH]c3c(C(N)=O)nc(CC(C)C)nc32)c1,0,-4.9%
C=C(C)COc1ccc(-c2[nH]ncc2-c2ccc(OC)cc2)c(O)c1,.,-3.2%
COc1ccc(OC)c2c(C)cc(N3CCN(C(=O)c4ccc(F)cc4)CC3)nc12,-3,-2.2%
COc1ccc(C2CC(C(F)(F)F)n3nc(C(=O)O)cc3N2)cc1OC (stereo unspecified),-1,0.2%
O=S(=O)(c1ccc2c(c1)OCCO2)N1CCC(n2nnc3cc(C(F)(F)F)ccc32)CC1,29,-5.6%
CCc1nc2sc3ccccc3c(=O)c2c(=O)n1Cc1ccc(OC)cc1,-11,2.1%
COc1ccc(CNC(=O)CCc2nc(-c3ccccc3F)no2)c(OC)c1,.,2.4%
Cc1cc(NC(=O)CNC(=O)C2CCCCC2)no1,.,-2.6%
OCCCCCNc1ncnc2ccccc12,.,1.8%
COC(=O)c1sccc1NC(=O)c1c(-c2ccccc2)noc1C,-4,1.0%
CCC(c1nnc(SCC(=O)N2CC3(C)CC2CC(C)(C)C3)o1)N(C)C (stereo unspecified),15,4.3%

# 2 entries from above, tab-delimited:
SMILES	Mtb RmlCD inh	GlmU inhibition
COc1ccc(C2CC(C(F)(F)F)n3nc(C(=O)O)cc3N2)cc1OC (stereo unspecified)	-1	0.2%
COc1ccc(OC)c2c(C)cc(N3CCN(C(=O)c4ccc(F)cc4)CC3)nc12	-3	-2.2%

# (further entries)
SMILES,Mtb RmlCD inh,GlmU inhibition
CC(=O)n1c2ccccc2c2c1c1ccccc1n2C,-5,-0.3%
Cc1ccc(N/C=C/C(=O)c2ccco2)c(O)c1,1,-5.4%
CCC(=O)N1CCN(c2ccc(NC(=O)c3ccc(C#N)cc3F)cc2Cl)CC1,-8,2.0%
CCCCN1C(=S)SC(C)(C)C1/[N+]([O-])=C/c1ccc(S(=O)(=O)NC)cc1 (stereo unspecified),3,6.4%
CN=C1SC(CC(=O)Nc2c(C)cccc2C)C(=O)N1/N=C/c1cccs1 (stereo unspecified),-2,-0.8%
O=C(CSc1ncn[nH]1)N1N=C(c2ccc(Cl)cc2)CC1c1ccco1 (stereo unspecified),0,-0.6%
O=C(N/N=C/c1ccc(Cl)cc1)c1sccc1OCc1ccc(F)cc1,20,-2.1%
O=C(C(=O)N1CCN(C(=O)c2ccco2)CC1)c1c[nH]c2ccccc12,4,4.1%
CCCCCCCCCCCCCCCCn1cc[n+](CC(C)=O)c1,0,-21%
CCCCOP(=O)(c1ccc(N(C)C)cc1)C(O)c1cccnc1 (stereo unspecified),9,1.1%
Cc1ccc(O)c(NC(=O)c2cccc(S(=O)(=O)N3CCCCC3)c2)c1,11,-1.0%
COCCn1nnnc1C(c1ccccc1OC)N1CCN(c2ccccc2F)CC1 (stereo unspecified),8,-1.1%
C/C(=N/NC(=O)CNC(=O)c1cccs1)c1ccco1,4,2.4%
CC(=O)N1N=C(c2ccc(C)cc2)OC1c1ccc(C(C)C)cc1 (stereo unspecified),.,0.8%
O=C(/C=C/c1ccccc1[N+](=O)[O-])NCc1cccnc1,-8,1.3%
CCOc1ccc2c(O)csc2c1,6,2.5%
Cc1[nH]nc(-c2ccc(O)c(C)c2O)c1Oc1ccccc1,.,-0.7%
Cc1cc(OCCSc2nnc(-c3cccs3)n2C)ccc1Cl,10,5.4%
CC1(C)CC(=O)c2cc(OCC(=O)NCCCN3CCN(c4ccccc4F)CC3)ccc2O1,6,2.2%
COc1ccc(OC)c(N2C(=O)CC(Cc3ccc(C)cc3)C2=O)c1 (stereo unspecified),.,6.3%

# In the list so far, these contain an aryl thioether with sulfur outside any ring:
SMILES,Mtb RmlCD inh,GlmU inhibition
Cc1ccc(C)c(S(=O)(=O)Nc2ccc(O)c(Sc3ncn[nH]3)c2)c1,-3,5.2%
Cc1cc(SCC(=O)NCCN2C(=O)CSC2=O)nc2ccccc12,9,-1.2%
CSc1ccccc1NC(=S)Nc1cc(C)cc(C)c1,.,-1.6%
CN(C)c1nc(N)nc(CSc2nnnn2-c2ccccc2)n1,.,0.1%
COC(=O)c1ccc(CSc2n[nH]c(=S)s2)o1,20,-0.8%
CCn1c(SCC(=O)Nc2cc(C)c(Cl)cc2OC)nnc1-c1ccco1,-6,-1.2%
CCC(c1nnc(SCC(=O)N2CC3(C)CC2CC(C)(C)C3)o1)N(C)C (stereo unspecified),15,4.3%
O=C(CSc1ncn[nH]1)N1N=C(c2ccc(Cl)cc2)CC1c1ccco1 (stereo unspecified),0,-0.6%
Cc1cc(OCCSc2nnc(-c3cccs3)n2C)ccc1Cl,10,5.4%

# Laid out differently: entries from further up.
Structure	Mtb RmlCD inh	GlmU inhibition
CC(=O)NN1C(=O)/C(=C/c2ccc(C(C)C)cc2)SC1=S	.	-3.7%
COc1cc([N+](=O)[O-])ccc1NC(=O)CN(C)C	-8	4.4%

# Other structures follow.
SMILES,Mtb RmlCD inh,GlmU inhibition
c1coc(CNc2ncnc3[nH]ncc23)c1,7,.
CCN1C(=O)/C(=C\N(C)C)NC1=S,.,1.0%
Cc1c(C(=O)OCC(=O)Nc2ccc(C(N)=O)cc2)cccc1[N+](=O)[O-],-4,-5.5%
CC(C)NC(=O)c1ccccc1NC(=O)CCS(=O)(=O)Cc1ccccc1,.,-2.0%
Cc1ccc(C2CC(=O)NC(SCC(N)=O)=C2C#N)s1 (stereo unspecified),-7,2.4%
Nc1nc(NC(=O)c2cccnc2)nn1-c1ccccc1,.,3.1%
CCOC(=O)c1ccc(NC(=O)CSc2nc3c(c(=O)n2CC)SC(C)C3)cc1 (stereo unspecified),-7,-2.2%
COc1ccc(N(CC(=O)N/N=C/c2ccc(OC3CSC3)cc2)S(=O)(=O)c2ccccc2)cc1,-5,-4.0%
CCOc1cc(CN2CCOCC2)cc(C(C)=O)c1,9,1.7%
CC(C)(C)n1nc2c(c1NC(=O)c1ccc(Br)o1)CS(=O)C2 (stereo unspecified),7,2.9%
Cc1c(-c2cccc(Cl)c2)nc2ccccc2c1C(=O)OC/C(O)=C(\C#N)c1nc2ccccc2[nH]1,0,1.4%
Cc1ccc(Nc2nc(N)nc(CN3CCN(Cc4ccc5c(c4)OCO5)CC3)n2)cc1Cl,.,-5.4%
CCC1=NN(C(=O)c2cccnc2)C(O)(C(F)(F)F)C1 (stereo unspecified),1,5.3%
Cc1ccc(-n2c(N)c(-c3nc4ccccc4n3C)sc2=S)cc1,.,5.3%
Cn1c(SCC(=O)c2ccccc2)nnc1-c1cccc(N)c1,8,-6.0%
Cc1nc(SCC(O)CO)c([N+](=O)[O-])[nH]1 (stereo unspecified),.,-2.8%
COc1ccc(CC(=O)Nc2cccc(/C(C)=N/NC(=O)c3cccc([N+](=O)[O-])c3)c2)cc1,.,-1.1%
CC(C)(C)NC(=O)NC(=O)COC(=O)Cc1c(Cl)cccc1Cl,-15,-3.3%
COCCCN(C)C1CCN(C(=O)Nc2ccc(F)cc2)CC1,9,-3.3%
Cc1cc(NC(=O)CCCn2nc([N+](=O)[O-])c(Br)c2C)no1,-11,3.9%
Nc1c(C(=O)NCc2ccc(Cl)cc2)sc2nc3c(c(C(F)(F)F)c12)CCC3,1,2.8%
CCOC(=O)CC1C(=O)NCCN1Cc1cccc(C(F)(F)F)c1 (stereo unspecified),11,3.8%
O=C(Cn1c(COc2ccc(Cl)cc2)nc2ccccc21)NCC(F)(F)F,-9,-6.0%
COc1ccccc1Nc1c([N+](=O)[O-])cc(C)cc1[N+](=O)[O-],-12,-2.0%
Cn1c(NC(=O)c2ccc(Cl)cc2)c(-c2ccccn2)c(=O)c2ccccc21,3,-2.9%
